Assay outcomes (PubChem BioAssay)
GLP1R ag: qHTS of GLP-1 Receptor Agonists. Glucagon-like peptide 1 receptor (Homo sapiens), P43220. HEK293 GLP-1R CRE-luciferase, luminescence, 4-6 h; cells express a hypersensitive GLP-1R form. Potency, µM (doses to about 45.6 µM), for inactives: at the top dose activation, most hits filed as activators. 0.007% of 380,000 active. AID 624172, 2012; further: potency means the concentration at half of the fitted maximal effect; % of control where 0% means no effect
Target sequence (P43220 whole entry, looked up): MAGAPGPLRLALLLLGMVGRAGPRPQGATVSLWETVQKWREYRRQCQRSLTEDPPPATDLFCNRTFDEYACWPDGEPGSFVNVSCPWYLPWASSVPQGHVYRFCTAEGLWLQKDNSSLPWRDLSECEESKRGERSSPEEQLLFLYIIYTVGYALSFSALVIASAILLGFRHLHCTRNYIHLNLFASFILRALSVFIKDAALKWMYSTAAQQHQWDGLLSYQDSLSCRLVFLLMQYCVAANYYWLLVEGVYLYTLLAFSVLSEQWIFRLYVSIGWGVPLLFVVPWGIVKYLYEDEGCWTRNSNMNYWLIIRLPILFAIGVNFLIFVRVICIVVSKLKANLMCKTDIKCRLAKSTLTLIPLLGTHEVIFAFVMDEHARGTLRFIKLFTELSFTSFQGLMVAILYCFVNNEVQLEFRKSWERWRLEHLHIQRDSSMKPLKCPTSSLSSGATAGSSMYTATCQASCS
D3 antag: qHTS of D3 Dopamine Receptor Antagonist: qHTS; D(3) dopamine receptor (Homo sapiens), P35462; D3R cells, DiscoveRx beta-arrestin luminescence, antagonist mode; stronger effect = lower value; max response, negative = inhibition, %; 2.5% of 360,000 active; AID 652054, 2013; in the data active means max response below about -50%; inconclusive means no clear call, values can overlap the other calls; further: on the % scale 0 is the no-effect control and ±100 the full control effect; mostly tested at two doses, the higher about 12 µM
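Cells plated overnight at 1500 cells/well, then exposed to library compounds with dopamine controls for 90 minutes at 37 degrees C. DiscoveRx reagent added for 30–60 minutes at room temperature; luminescence read, quantitative HTS format.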
GLP1R cytotox: qHTS of GLP-1 Receptor Inverse Agonists: Cytotox Screen; Potency, µM (top dose mostly 38.3 µM), for the others: at the top dose activity change, negative = inhibition, most hits filed as inhibitors; 0.13% of 410,000 active; HEK293 cAMP-luciferase reporter cells, luminescence, 24 h; AID 624418, 2012;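 further: loss of luciferase light is scored as toxicity; potency means the concentration at half of the fitted maximal effect; on the % scale 0 is the no-effect control and ±100 the full control effect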
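1536-well qHTS counterscreen of the MLSMR; 200 cells/uL, 12 h pre-incubation, 23 nL cpd, 24 h at 37 deg C 5% CO2, luciferase detection reagent, 12 min RT, luminescence. Inhibition = undesired.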
GLP-1R inv ag: qHTS of GLP-1 Receptor Inverse Agonists (Inhibition Mode); Potency, µM (doses to about 38.3 µM), for the others: at the top dose activity change, negative = inhibition, usual class: inhibitors; HEK293 GLP-1R CRE-luciferase, luminescence, 24 h; GLP-1R form is constitutively active; 1.6% of 410,000 active; Glucagon-like peptide 1 receptor (Homo sapiens), P43220; further: potency means the concentration at half of the fitted maximal effect; on the % scale 0 is the no-effect control and ±100 the full control effect; nearly all actives have a fitted effect of over 55% in size
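Readout was luciferase luminescence, measured 12 min after detection reagent at room temperature. Beforehand, GLP-1R reporter HEK293 cells had sat 12 h, then received compounds for 24 hr at 37 deg C.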
PTHR1 agonist: qHTS for PTHR1 Agonists: Primary Screen. AID 743266, 2014. Parathyroid hormone/parathyroid hormone-related peptide receptor (Homo sapiens), Q03431. 0.075% of 410,000 active. HEK293 GP2 PTHR1 cells, GloSensor cAMP luminescence, 1 h. Potency, µM (highest dose often 115 µM), without a hit: at the top dose activation, hits mostly activators; further: potency means the concentration at half of the fitted maximal effect; nearly all actives have a fitted effect of over 55% in size; some results filed as inactive show a strong effect at the top dose; inactives centre near -15; many of its hits are not listed in these tables
Target sequence (Q03431 whole entry, looked up): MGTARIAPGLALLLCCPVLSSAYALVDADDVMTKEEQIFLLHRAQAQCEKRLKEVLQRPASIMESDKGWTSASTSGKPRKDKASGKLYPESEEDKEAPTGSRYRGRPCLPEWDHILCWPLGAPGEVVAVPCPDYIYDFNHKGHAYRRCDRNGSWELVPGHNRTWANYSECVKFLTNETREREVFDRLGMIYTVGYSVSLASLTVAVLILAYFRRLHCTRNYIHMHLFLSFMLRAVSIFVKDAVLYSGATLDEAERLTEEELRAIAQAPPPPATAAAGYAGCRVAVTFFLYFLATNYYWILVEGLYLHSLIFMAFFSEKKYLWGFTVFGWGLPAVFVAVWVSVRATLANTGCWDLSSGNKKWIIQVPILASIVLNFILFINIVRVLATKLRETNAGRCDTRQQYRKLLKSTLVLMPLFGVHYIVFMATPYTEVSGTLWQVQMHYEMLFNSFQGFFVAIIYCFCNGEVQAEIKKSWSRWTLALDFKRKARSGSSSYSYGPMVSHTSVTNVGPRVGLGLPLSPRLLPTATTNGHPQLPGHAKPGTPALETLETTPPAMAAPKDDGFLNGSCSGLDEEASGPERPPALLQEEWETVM
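HEK-293-derived GP2 cells expressing PTHR1 and a GloSensor cAMP reporter, 3,000/well, plated overnight, given luciferin plus IBMX (each 0.5 mM as added) for 1 h at 37 °C, then compound for 1 h at 37 °C. Luminescence was read after 15 min at room temperature.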
KB-V1 cytotox: qHTS assay for MDR1-selective chemotherapeutics: Primary screen using the drug-selected MDR subline cells KB-V1; KB-V1 MDR cells viability, CellTiter-Glo, 72 h; Potency, µM (top dose mostly 46.1 µM), without a hit: at the top dose activity change, negative = cytotoxicity, usual class: cytotoxic; 3.4% of 400,000 active; AID 1347076, 2019; further: potency means the concentration at half of the fitted maximal effect; on the % scale 0 is the no-effect control and ±100 the full control effect; nearly all actives have a fitted effect of over 60% in size
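KB-V1 cells (P-gp-expressing MDR subline of KB-3-1) in phenol-red-free DMEM with 10% FBS were exposed to library compounds over a concentration series for 72 h at 37 degrees C. Viability read by CellTiter-Glo luminescence; concentration-effect curves fitted after normalization.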
TDP-43 yeast inh: qHTS of TDP-43 Inhibitors | TDP-43 expressing yeast growth rescue, BacTiter-Glo, 24 h | Potency, µM (top dose mostly 46.1 µM), for the others: at the top dose growth rescue (activation), hits mostly activators | 1.8% of 410,000 active; further: potency means the concentration at half of the fitted maximal effect; % of control where 0% means no effect; nearly all actives have a fitted effect of over 50% in size
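Luminescence from BacTiter-Glo reports growth of TDP-43-expressing yeast after 24 hr at 30 deg C with compound. Cells were raffinose-pregrown to mid-log, then seeded in galactose medium at OD600=0.02.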
aSyn yeast inh: qHTS of alpha-syn Inhibitors; Yeast expressing alpha-synuclein, growth rescue, BacTiter-Glo, 24 h; Potency, µM (doses to about 46.1 µM), for inactives: top-dose growth rescue (activation), hits mostly activators; 0.14% of 370,000 active; AID 652106, 2013; further: potency means the concentration at half of the fitted maximal effect; % of control where 0% means no effect; nearly all actives have a fitted effect of over 65% in size
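Rescue of yeast growth: cells expressing toxic alpha-synuclein, induced in galactose at OD600 0.02, incubated with compound 24 h at 30 C. ATP luminescence quantified growth; inhibitors of toxicity appear as activators.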
D3 ag: qHTS of D3 Dopamine Receptor Agonist: qHTS. D(3) dopamine receptor (Homo sapiens), P35462. 0.58% of 410,000 active. D3R DiscoveRx beta-arrestin cells, luminescence, 90 min. max activation, %. AID 652048, 2013; in the data active means max activation above about 30%; further: 0% is about no effect; mostly tested at two doses, the higher about 12 µM
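Cells at 1500/well, incubated overnight, then treated with pinned compounds (dopamine as control) for 90 min at 37 degrees C. DiscoveRx reagent added for 30 - 60 minutes at room temperature; luminescence read.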
Active calls of the source: *; i = inactive; u = inconclusive; x = no result given; [ ] = another dose, or the depositor's remark. Unless noted, the call rests on the fitted dose curve; in most records, active means well fitted curve in the direction sought with a large enough effect; inconclusive means small, poorly fitted or top-dose-only effect, or another doubt; inactive means no such curve, though single readings can be large; an effect the other way counts as inactive or inconclusive. A portion of the library; count on the stated rates, not on these rows.

SMILES	GLP1R ag	D3 antag	GLP1R cytotox	GLP-1R inv ag	PTHR1 agonist	KB-V1 cytotox	TDP-43 yeast inh	aSyn yeast inh	D3 ag
O=C(O)c1cc(-c2ccccc2)nn1CC1CC(c2cccnc2)=NO1 (stereo not drawn)	-5%	15	2%	1%	-13%	-5%	5%	0%	-1
CC(=O)/C(N=Nc1ccc(C(=O)O)cc1)=C(\C)O	8%	13	-28%	49%[activator]	i	-11%	-9%	11%	0
Cc1cc(Cl)ccc1OCC(=O)Nc1ccccc1C(=O)N1CCOCC1	10%	-9	6%	-12%	i	u	30%	4%	-5
COc1ccc(-c2cc3c(=O)n(CC(=O)N4CCCCC4)ncn3n2)cc1	0%	0	-7%	1%	-11%	-13%	-1%	-1%	0
C=Cc1ccc(Cn2c(C)c(CNCCc3ccccc3C)c(C(=O)O)c2C)cc1	x	x	4%	2%	i	u	17%	x	8
Cc1cc(C)c(NC(=O)Cn2nnc3sc4c(c3c2=O)CCC(C(C)(C)C)C4)c(C)c1 (stereo not drawn)	x	x	-9%	11%	i	21%	18%	x	9
O=C(Oc1ccc(Br)cc1)C1CC(=O)N(c2ccc(F)cc2)C1 (stereo not drawn)	-1%	6	1%	8%	i	12%	-1%	-11%	-6
CCCc1ccc(OCC(=O)NNC(=O)c2cccnc2)cc1	-2%	-20	4%	2%	-10%	-8%	-5%	-5%	-7
CC(C)(C)c1ccc(OCCC(=O)OCC(=O)NC2CCS(=O)(=O)C2)cc1 (stereo not drawn)	8%	1	0%	2%	-36%[inhibitor]	2%	23%	4%	1
CC(C)NC(=O)COC(=O)c1ccc(NS(=O)(=O)c2ccc3c(c2)OCCO3)cc1	33%	11	1%	0%	i	13%	-5%	-1%	-4
CCN(CC)CCNC(=O)C1(O)c2cc(Br)ccc2NC(=O)N1c1cccc(OC)c1 (stereo not drawn)	3%	-7	20%	2%	-8%	-4%	5%	-7%	-7
COc1ccc(CNC(=O)CCS(=O)(=O)c2cc3c(cc2Cl)NC(=O)CO3)cc1	-7%	-3	-6%	-10%	22%	u	-18%	-2%	-1
COc1ccc(-c2cc3nc4n(c(=O)c3s2)CCCCC4)cc1	6%	9	5%	u	-20%	0%	4%	u	14
Cc1nc(N)nc(N)c1-c1ccc([N+](=O)[O-])cc1	1%	-13	-6%	6%	i	2%	1%	-1%	5
O=c1c(-c2ccc(Cl)cc2)c[nH]n1-c1ccccc1	-7%	3	-35%	8%	-17%	-1%	2%	-12%	-5
Cc1cc(Cl)ccc1OCC(=O)NC(=S)Nc1ccc(Cl)cn1	-3%	13	8%	7%	i	5%	14%	-8%	6
O=C(O)CCC(=O)c1ccc2c(c1)CCCC2	12%	16	12%	15%	-8%	5%	4%	12%	-1
CCc1nn2c(=O)cc(COC(=O)c3cccc(NC(=O)c4ccccc4C)c3)nc2s1	x	x	7%	6%	i	x	20%	x	3
O=C(Nc1cccc(C(=O)O)c1)/C(=C\c1cccc([N+](=O)[O-])c1)NC(=O)c1ccc(Br)cc1	-1%	-5	6%	0%	6%	11%	12%	2%	-3
COC(OC)C1Nc2ccccc2C(=O)N1c1ccc(F)cc1 (stereo not drawn)	-6%	3	5%	12%	i	-9%	0%	0%	4
C#CCOCCOCCOCCNc1nc(N2CCN(C(=O)CCCCCCCCCCNC(=O)Cn3cc(C[C@@H](C)O)nn3)CC2)nc(N2CCN(C(=O)CCCCCCCCCCNC(=O)[C@@H]([C@H](C)CC)n3cc(CCCCCN)nn3)CC2)n1	-19%	-25	u	u	u	11%	-8%	-60%[inhibitor]	-33
COC(=O)c1ccccc1NC(=O)Cn1c(-c2nonc2N)nc2ccccc21	4%	-17	u	0%	i	u	-12%	0%	-12
CCOc1cc(/C=N/NC(=O)CN2CCCCC2)ccc1OCc1ccc(Cl)cc1	-1%	1	-8%	6%	i	-16%	6%	9%	0
CCOc1ccc(-c2nnc(-c3ccccc3)o2)cc1	-13%	u	-3%	5µM*	-71%[inhibitor][57.5 µM]	-15%	15%	0%	1
COc1cccc(NC(=O)C(C#N)Cc2ccncc2)c1 (stereo not drawn)	-12%	13	1%	8%	i	-20%	1%	-7%	7
CCOC(=O)c1nccnc1C(=O)Nc1ccc(C(F)(F)F)cc1	0%	0	13%	6%	i	0%	16%[9.22 µM]	1%	-7
CCC1CCCCN1CC(=O)c1c(C)[nH]c2cc(C)ccc12 (stereo not drawn)	12%	10	2%	-23%	i	u	1%	6%	8
O=S(=O)(c1ccc(NC(=S)NC2CCCC2)cc1)N1CCCC1	7%	1	-17%	u	i	-13%	-10%	2%	4
Cc1c(C(=O)N2CCN(c3ncccn3)CC2)oc2c(Cl)cccc12	19%	38	4%	48%[activator]	-29%	u	24%	7%	7
O=C(NCCN=C1NS(=O)(=O)c2ccccc21)c1ccc(S(=O)(=O)N2CCOCC2)cc1	-7%	u	-3%	9%	i	u	-1%	-5%	-2
CCCCCCN1CCN(C2CN(Cc3cn(Cc4ccc(F)cc4)nn3)S(=O)(=O)C2)CC1 (stereo not drawn)	5%	3	-2%	-10%	i	15%	0%	4%	-2
Cc1ccc(-n2nc3c(=O)n(C(C)C(=O)NCCC4=CCCCC4)nc(C)c3c2C)cc1 (stereo not drawn)	0%	10	-12%	u	-52%[inhibitor]	u	-2%	24%	0
Cc1ccc(CN(Cc2ccco2)C(=O)c2ccc(Cl)cc2)o1	x	x	2%	u	11%	x	-6%	x	-3
COc1ccc(O)c(/C=N/N=C2/C(=O)Nc3ccccc32)c1	9%	8	-8%	13%	-33%[inhibitor]	u	0%	0%	1
COCCN1CCN(C(=O)c2cc(COc3ccc(F)c(F)c3)on2)CC1	16%	1	0%	0%	i	6%	7%	-10%	-4
COc1cccc(C(=O)Nc2ccccc2-c2nnc(-c3cc(OC)ccc3Br)o2)c1	9%	x	-1%	1%	-21%	u	-11%	-5%	-6
O=C(N/N=C\c1ccc([N+](=O)[O-])s1)c1cncc(Br)c1	-3%	u	u	u	-12%	-1%	7%	-3%	-7
CN1CCN(C2(CNC(=O)c3ccc([N+](=O)[O-])cc3)CCCCC2)CC1	x	x	5%	-8%	u	x	-2%	x	-1
C=CCNC(=O)c1cccc2c1C(=O)c1ccc(N3CCCC3)cc1S2(=O)=O	-4%	21	-13%	5%	-30%	12%	-1%	-2%	4
COc1ccc(N2CCN(Cc3nc4cc(Cl)ccc4c(=O)[nH]3)CC2)cc1	0%	-14	-4%	7%	-24%	-25%	0%	2%	1
CCN(CC(=O)Nc1ccccc1C(F)(F)F)C(=O)c1ccc(-n2nc(C)c(CCC(=O)OC)c2C)cc1	-4%	16	-2%	2%	-22%	-27%	-5%	3%[1.84 µM]	-13
O=C(c1cccc(Oc2ccccc2)c1)N1CCOCC1	6%	12	1%	-13%	-28%	24%	u	1%	3
CN(Cc1ccccc1)C(=O)C1CCC(CNS(=O)(=O)c2ccc3c(c2)CCCC(=O)N3)CC1 (stereo not drawn)	x	x	7%	-13%	-32%[inhibitor]	-3%	1%	x	-1
Cc1cc(Nc2ccc([N+](=O)[O-])cc2)c2ccccc2n1	-1%	-22	u	-22%	-13%	-11%	-1%	0%	-12
O=C1Nc2ccccc2C1Cc1ccc(Br)cc1 (stereo not drawn)	x	x	0%	-7%	i	x	16µM*	x	-2
CCOc1cccc2cc(-c3nc4sc5c(c4c(=O)[nH]3)CCC(C)C5)c(=O)oc12 (stereo not drawn)	x	x	-1%	4%	16%	x	-6%	x	-20
Cc1ccc(C)c(-n2c(Cc3cc(=O)[nH]c(=O)[nH]3)nnc2SCC(=O)NCC2CCCO2)c1 (stereo not drawn)	-11%	-11	-1%	0%	-17%	22%	26%	-16%	0
CCc1cccc(CC)c1NC(=S)N1CCn2cccc2C1c1ccncc1 (stereo not drawn)	5%	0	10%	6%	i	-14%	-5%	1%	0
Cc1ccc(/C=c2\sc3n(c2=O)CN(c2ccc(Br)cc2)CN=3)o1	-8%	-13	-1%	19%	i	14%	-5%	0%	-1
Cc1ccc(Cn2c(=O)n(CC3CCC(C(=O)N4CCC(C)CC4)CC3)c(=O)c3sccc32)cc1 (stereo not drawn)	x	x	0%	11%	i	-11%	18%	x	-8
COC(=O)C1=C(C)N(C(C)c2ccccc2)C(=O)C1 (stereo not drawn)	3%	0	4%	-10%	i	8%	14%	0%	11
Cc1ccc(S(=O)(=O)N[C@H](C(=O)OCC(=O)N2N=C(c3ccc(Cl)cc3)CC2c2ccco2)C(C)C)cc1 (stereo partly drawn)	11%	-19	6%	u	i	-24%	10%	9%	2

3 compounds picked at random from the list so far, as already listed:
SMILES	GLP1R ag	D3 antag	GLP1R cytotox	GLP-1R inv ag	PTHR1 agonist	KB-V1 cytotox	TDP-43 yeast inh	aSyn yeast inh	D3 ag
Cc1ccc(S(=O)(=O)N[C@H](C(=O)OCC(=O)N2N=C(c3ccc(Cl)cc3)CC2c2ccco2)C(C)C)cc1 (stereo partly drawn)	11%	-19	6%	u	i	-24%	10%	9%	2
C=CCNC(=O)c1cccc2c1C(=O)c1ccc(N3CCCC3)cc1S2(=O)=O	-4%	21	-13%	5%	-30%	12%	-1%	-2%	4
COc1ccc(CNC(=O)CCS(=O)(=O)c2cc3c(cc2Cl)NC(=O)CO3)cc1	-7%	-3	-6%	-10%	22%	u	-18%	-2%	-1
